CSM14.1 death rescue = rescue of cells from ER stress-induced death, primary screen, 384-well, CSM14.1, thapsigargin, ATP luminescence (AID 1222); cellular ATP content (survival), % at 20 µM; hits with a dose series show EC50 in µM; 190,000 tested, under 10 active; CSM14.1 thapsigargin-induced death rescue, ATP luminescence; higher % means a stronger effect;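 active means EC50 below 50 µM in the dose-response confirmation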;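 further: death triggered by thapsigargin at about 15 µM added after 2 h compound pretreatment; cell ATP read after overnight thapsigargin exposure of roughly 18 to 22 hours; normalized against plate controls of thapsigargin alone and 5% DMSO vehicle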
bCat nuc transl = beta-catenin nuclear translocation modulation; HeLa beta-catenin nuclear translocation, immunofluorescence imaging; nuclear translocation activity, % at 5 µM; 190,000 compounds, 0.3% hits; AID 1665;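 active means nuclear translocation activity above 50% at 5 µM, with a well cell count of 50 or more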;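 further: per-cell ratio of nuclear to cytoplasmic median beta-catenin stain intensity; plate controls were DMSO negative control for no effect and GSK-3 inhibitor IX positive control for full effect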
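Read-out: Nuclear/cytoplasmic beta-catenin signal ratio, % activation | Assay system: Human HeLa cell line | Times: 24 h compound exposure at 37°C, 5% CO2 | Signal: Fluorescence imaging of beta-catenin antibody stain plus DAPI | Dosing: 5 µM primary, 0.02–20 µM confirmation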
MT stabilize HCS = stabilizes microtubules in HeLa cells; HeLa tubulin immunostaining HCS, 24 h; share of cells brighter than vehicle mean+2SD; % tubulin-high responders, % at 10 µM; 200,000 compounds, 0.83% hits; AID 2205;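 active means plate Z-score above 3 for both tubulin-high and condensed-nucleus cell shares, with cell loss under 80%, at 10 µM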;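 further: anti alpha tubulin signal scored within the nucleus-defined area of each cell; some results filed as inactive read as strong as hits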
XIAP displacement = small molecules displacing peptide from XIAP – biochemical, IAP family, fluorescence polarization (AID 1018) | 200,000 compounds, 0.007% hits | XIAP BIR domain, fluorescence polarization peptide displacement; higher % means a stronger effect | one-dose displacement, % at 20 µM; IC50 in µM for titrated hits; in the data active means displacement above about 50%; further: a part of the inactive calls stands beside numbers as strong as those of hits
WT yeast gro inh = growth inhibition of WT yeast, mitochondrial fusion screen; mitochondrial fusion phenotypic screen, WT strain; inhibition, % at 10 µM; 190,000 compounds, 2.1% hits; AID 1362; in the data active means inhibition above about 58%; tested in S. cerevisiae
Autophagy HCS = alters autophagy in cells | MEF GFP-LC3 puncta imaging; test concentration mostly 10 µM | 190,000 compounds, 0.98% hits | calls only at 10 µM (by protocol);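 active means percentage of spot-positive cells more than 3 SD above its plate mean, without a fluorescence outlier flag or 80% toxicity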;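 further: spot-positive cell cutoff set from DMSO-treated cells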
Lipid droplet = hepatic lipid droplet formation modulation; 240,000 compounds, 0.4% hits; AML12 mouse hepatocytes, oleate lipid droplets, BODIPY imaging; inhibition, % at 6.5 µM;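 active means lipid droplet intensity inhibited by at least 50%, with more than 500 cells counted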
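Assay system: AML12 mouse liver cells | Compound dosing: One dose, 6.5 µM compound | Read-out basis: Droplet intensity reduction, % inhibition | Measured by: Fluorescence imaging, 20x objective, two fields per well | Schedule: Overnight treatment with compound plus oleate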
Dynein transport = dynein cargo transport inhibition | 220,000 compounds, 0.47% hits | z-score, hits read low | AID 1381 | 3617.4 mouse cells, GR-EGFP nuclear translocation imaging; test concentration mostly 20 µM; stimulated with dexamethasone, 1 µM; active compounds read low;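 active means plate z-score of nuclear minus cytoplasmic receptor signal below a set negative limit, without overly bright fluorescence or cell loss, cut at about -3.5 in these data, passing the limit was not always enough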;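 further: z-score of nuclear minus cytoplasmic ring GR-EGFP intensity difference per well; some compounds called inactive have numbers as strong as hits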
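Also added: dexamethasone, 1.0 µM final. Medium: tet-free, stripped-serum medium. Detection: fixed, Hoechst-stained cells imaged at 10x for EGFP. Read-out: nuclear-to-cytoplasmic GR-EGFP distribution per well. Times: induction 48 h, compound 1 h, agonist 30 min.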
Ins promoter up = MIN6 insulin promoter up-regulation; MIN6 insulin promoter-GFP reporter, high-content imaging; active compounds read high; z-score at 5 µM; 190,000 compounds, 0.3% hits;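 active means z-score above 3 at 5 µM with at least 500 cells counted in the well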
WT yeast gro inh mutant strain = further read-out of WT yeast gro inh, marked with its call; inhibition, %; mitochondrial fusion phenotypic screen, mutant strain inhibition
Dynein transport cytoplasmic EGFP = also measured in Dynein transport; calls as there; z-score; measured here: cytoplasmic GR-EGFP intensity; active compounds read high
Dynein transport nuclear GR-EGFP = recorded beside Dynein transport, whose call it bears; z-score; measured here: nuclear GR-EGFP intensity;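 lower value marks the stronger effect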
Dynein transport cell count = also measured in Dynein transport; calls as there; z-score; measured here: cell count per field
Ins promoter up cell count = further read-out of Ins promoter up, marked with its call; cell count; measured here: cytotoxicity, nuclei count;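 total cells summed across four imaged fields per well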
Lipid droplet cells 6.5 µM = also measured in Lipid droplet; calls as there; cell count; measured here: cell count, cytotoxicity flag;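 cells counted across two imaged fields per well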
bCat nuc transl cell count 5 µM = also measured in bCat nuc transl; calls as there; cell count; measured here: cell count, cytotoxicity flag
MT stabilize HCS Hoechst-high % = recorded beside MT stabilize HCS, whose call it bears; % Hoechst-high responders; measured here: nuclear condensation Hoechst responders;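 share of cells brighter than vehicle mean plus two SD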
MT stabilize HCS cytotoxicity % = recorded beside MT stabilize HCS, whose call it bears; toxicity, %; measured here: cytotoxicity by cell density;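 0% = mean cell density of plate MIN control wells and 100% = no cells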
Autophagy HCS cell loss 18 h = second read-out of Autophagy HCS, no call of its own (marks repeat the call); toxicity, %; measured here: cell loss, nuclei count;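 cell loss after 18 h compound exposure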
The depositor's hits bear a star; i = inactive; x = no result given.

SMILES	CSM14.1 death rescue	bCat nuc transl	bCat nuc transl cell count 5 µM	MT stabilize HCS	MT stabilize HCS Hoechst-high %	MT stabilize HCS cytotoxicity %	XIAP displacement	WT yeast gro inh	WT yeast gro inh mutant strain	Autophagy HCS	Autophagy HCS cell loss 18 h	Lipid droplet	Lipid droplet cells 6.5 µM	Dynein transport	Dynein transport cytoplasmic EGFP	Dynein transport nuclear GR-EGFP	Dynein transport cell count	Ins promoter up	Ins promoter up cell count
COc1ccc(CNC(=O)COc2ccc(C)nc2[N+](=O)[O-])cc1	0.5%	-1.8	1069	3.6	2.3	3.5	-6.8%	2	9	i	22	6	684	-0.42	-0.26	-0.49	1.2	-0.13	1450
COC(=O)C/C=C/[C@@H](C)[C@@H](/C=N/O[C@H](C)c1cn([C@@H]2COC[C@H]2O)nn1)NS(=O)(=O)c1ccc(C)cc1	-0.7%	x	x	3.6	2.3	4.8	-8.3%	4	-20	i	11	-4	697	0.51	-0.29	0.54	0.35	0.37	1253
Cc1ccc(/C=C/C(=O)NCCCn2ccnc2)cc1	1.4%	-0.4	1592	1.9	2.5	6.0	-3.3%	-17	7	i	6	4	702	0.12	-0.13	0.18	-0.25	0.23	1583
CCCNC(=O)c1cc(-c2ccc(Br)cc2)on1	-1.8%	-3.7	1031	5.2	1.9	6.7	-2.7%	11	19	i	8	x	x	1.9	0.025	1.3	-1.2	-0.69	1260
CCCN1C2=C(C(=O)CCC2)C(c2ccc(O)c(Br)c2)C2=C1CCCC2=O	4.0%	-9.1	1105	2.6	1.6	5.1	-3.3%	-1	8	i	2	9	752	2.2	-0.23	1.4	-0.69	x	x
O=C1C2C3CCC(C3)C2C(=O)N1CNc1ccccc1 (stereo not drawn)	-0.7%	0.6	989	2.5	3.5	10	-9.2%	-7	-10	i	-7	-2	532	-0.69	-0.3	-0.61	0.55	x	x
Nc1nc(Cl)cc(-c2ccccc2)n1	-2.2%	0.5	1060	2.5	2.8	5.2	-10%	6	8	i	-12	7	695	0.98	0.11	1.3	-1.3	0.21	1518
CSc1nnc2c(n1)OC1(Nc3ccccc3-2)C(=O)Nc2ccccc21 (stereo not drawn)	-1.1%	-2.0	1062	4.2	3.4	8.1	-5.3%	-3	9	i	4	-13	663	-0.38	-0.28	0.15	0.99	-0.2	1341
Cc1ccc2cc(CCNC(=O)CC(C)(C)C)c(=O)[nH]c2c1C	x	-4.2	1185	4.7	2.5	4.4	-7.2%	-11	-16	i	-5	-2	619	1.6	-0.17	0.83	-0.3	x	x
O=C(CSc1nnc(-c2cccs2)n1Cc1ccccc1)NCc1ccc2c(c1)OCO2	-2.1%	0.9	1018	1.7	1.4	7.2	-1.4%	-19	16	i	3	-24	675	-0.32	-0.24	0.13	0.41	-0.65	893

Looked up above.
Cc1ccc(/C=C/C(=O)NCCCn2ccnc2)cc1 in Dynein transport cytoplasmic EGFP shows -0.13
Nc1nc(Cl)cc(-c2ccccc2)n1 in MT stabilize HCS cytotoxicity % shows 5.2

The listing continues.
SMILES	CSM14.1 death rescue	bCat nuc transl	bCat nuc transl cell count 5 µM	MT stabilize HCS	MT stabilize HCS Hoechst-high %	MT stabilize HCS cytotoxicity %	XIAP displacement	WT yeast gro inh	WT yeast gro inh mutant strain	Autophagy HCS	Autophagy HCS cell loss 18 h	Lipid droplet	Lipid droplet cells 6.5 µM	Dynein transport	Dynein transport cytoplasmic EGFP	Dynein transport nuclear GR-EGFP	Dynein transport cell count	Ins promoter up	Ins promoter up cell count
Cc1nc(SCCOc2ccc(F)cc2)c2ccccc2n1	0.1%	-0.9	982	1.7	2.9	6.9	1.2%	42	4	i	2	4	727	-1.4	-0.32	-0.94	1.1	-0.11	1560
CSc1nc(C)c(Cc2c(F)cccc2Cl)c(=O)[nH]1	x	1.0	1143	x	x	x	x	x	x	x	x	1	737	-0.1	-0.24	-0.086	-0.0057	-0.24	1386
CC(C)(C)C1=CC=C(C(C)(C)C)C(=O)C1=O	x	0.1	1311	x	x	x	x	x	x	x	x	-30	751	-3.7*	3*	-1.7*	-0.13*	-0.14	1297
Cc1cc(C(=O)CSc2nnc(-c3ccc(OC(F)F)cc3)o2)c(C)n1Cc1cccs1	0.8%	-7.4	1015	7.0	3.7	5.2	-4.9%	-15	-5	i	11	x	x	0.58	-0.27	0.46	-0.6	0.23	1111
Cc1ccccc1OCC(=O)NCC(=O)N/N=C/c1ccc(Br)o1	-3.0%	2.0	600	1.9	2.5	3.4	-4.7%	-9	-1	i	10	1	744	0.62	0.4	-0.052	0.072	-0.1	1383
CC(Oc1ccccc1)C(=O)Nc1ccc(C(N)=O)cc1 (stereo not drawn)	-0.8%	x	x	1.3	2.5	3.7	-5.4%	-37	-48	i	2	-4	758	-0.062	-0.23	0.00056	-0.59	0.06	1286
COc1ccc(C(=O)OCC(=O)NC(=O)NC2CCCC2)c(OC)c1	x	-0.7	1115	3.1	1.7	11	-2.1%	-7	22	i	11	-23	672	0.19	-0.32	0.37	0.25	-0.73	1286
CC(C)(C)OC(=O)NCCCCCc1nnc(SCc2ccccc2F)o1	x	-0.2	1057	x	x	x	x	x	x	x	x	-6	679	0.77	-0.28	0.33	0.084	0.04	1404
COc1ccc(CC(=O)Nc2ccc(S(=O)(=O)Nc3cc(C)on3)cc2)cc1OC	-1.8%	0.9	1434	4.4	1.7	8.1	-4.7%	4	-7	i	2	x	x	-0.84	-0.28	-0.22	0.32	0.84	1610
CCN(CC)Cc1c(O)ccc2c(C)c(CC(=O)OC)c(=O)oc12	-0.1%	x	x	2.6	1.1	4.0	-6.1%	3	5	i	-4	x	x	-0.28	-0.24	-0.21	0.52	0.04	864
COC(=O)N/N=C/c1ccc(OCCSc2ccc(Cl)cc2)c(OC)c1	-4.4%	4.3	503	3.0	2.2	2.7	-4.9%	10	-5	i	10	-2	652	0.85	-0.12	0.32	-0.55	0.01	1267
CC(C)c1ccccc1NC1=CC(=O)CC(C)(C)C1	0.6%	-5.2	601	3.1	2.7	7.2	-4.3%	0	-20	i	-4	3	698	-0.73	-0.23	-0.66	1.2	0.04	1330
COCCCn1c(SCC(=O)NCc2ccco2)nc2sc3c(c2c1=O)CCC3	0.2%	1.7	1407	3.2	1.8	6.0	-3.5%	-7	-5	i	15	x	x	0.47	-0.18	0.42	-0.24	-0.2	1365
O=C(Nc1ccc(N2CCCC2)c(Cl)c1)c1cccs1	-0.6%	-0.3	1473	3.7	1.9	11	-0.6%	9	11	i	-16	0	665	2.1	-0.45	0.14	1.5	1.1	1457
CC(=O)/C(C#N)=C1\NC(=O)C(Cc2cc(Cl)ccc2Cl)S1 (stereo not drawn)	x	-0.5	1328	x	x	x	x	x	x	x	x	-3	702	0.46	-0.28	0.64	0.2	1.3	997
CCSc1nnc(NC(=O)c2ccc(S(=O)(=O)N(C)C)cc2)s1	-0.9%	0.0	1058	2.7	2.1	0.1	-5.9%	8	0	i	19	25	668	-0.47	-0.28	-0.12	0.077	-0.98	1592
CCn1c(SC(C)C(=O)O)nc2sc3c(c2c1=O)CCC3 (stereo not drawn)	-1.3%	-3.2	1136	2.0	2.1	12	-8.9%	-6	-10	i	0	20	674	0.81	-0.19	0.71	0.55	0.32	1900
CCc1cc[n+](-c2nc3ccccc3nc2C(=C=[N-])C#N)cc1	0.3%	-0.9	1368	3.1	2.1	8.6	0.7%	-9	3	i	-24	x	x	-0.25	-0.16	0.65	-0.15	0.02	1580
Cc1nn(C)c(Oc2cccc(Cl)c2)c1C(=O)Nc1ccc(F)cc1	1.9%	x	x	1.2	2.2	11	2.5%	4	-7	i	8	x	x	1.2	-0.22	-0.092	0.038	x	x
O=[N+]([O-])c1cc(/C=N/O)ccc1Sc1ccccc1	0.8%	1.3	1056	1.7	1.2	9.5	-15%	38	33	i	0	-3	731	-0.77	0.073	-0.15	0.52	1.4	825
COc1cc2c(cc1OC)CN(c1nc(-c3cccnc3)nc3ccccc13)CC2	-0.6%	0.3	1066	4.8	2.4	1.1	-8.1%	34	6	i	9	-1	701	0.12	-0.19	0.12	0.2	-1.2	1082
Cc1ccccc1Cn1nc(C)c(NC(=O)c2sc3ccccc3c2Cl)c1C	0.6%	-1.3	1483	2.4	1.8	11	-1.8%	-6	9	i	6	x	x	-0.53	-0.2	0.28	-0.31	-0.27	1286
Cc1cc(C(F)(F)F)n2ncc(C(=O)O)c2n1	-1.5%	x	x	2.6	3.1	6.7	-5.1%	0	-1	i	6	x	x	-0.26	-0.14	-0.064	-0.39	0.15	765
CC(=O)c1ccc(N/N=C2/CCCNC2=O)cc1	x	4.3	926	x	x	x	x	x	x	x	x	1	741	0.61	-0.24	0.29	-0.06	-0.33	1275
O=C(NCCSCc1ccccc1)c1ccc(C2SCC(=O)N2Cc2ccccc2)cc1 (stereo not drawn)	-1.3%	-2.9	1139	0.7	0.9	4.0	-2.6%	24	-2	i	0	-12	753	-0.097	-0.0071	0.32	-0.066	x	x

Assay outcomes (PubChem BioAssay)
